Pemphigus Ab inh: inhibitors of pemphigus antibody binding to human desmoglein-3 | 310,000 compounds, 0.48% hits | DSG3-coupled beads, scFv-anti-DSG3-GFP binding, flow cytometry; hits give low values | binding (percent of control), % at 10 µM;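 active = binding more than 3 SD below its plate's average and above zero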;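 note: hits lower antibody fragment binding to DSG3; some compounds called inactive have numbers as strong as hits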
PKA-R2B activ: activators of human PKA-R2B complex. P22694+P31323. PKA-R2B holoenzyme dissociation, Cy5-IP20 fluorescence polarization; R2B truncated from residue 108, S112A mutant; 0% DMSO only, 100% 113 µM cGMP. activation, % at 11.4 µM. 340,000 compounds, 0.079% hits. AID 504700;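 active = activation above a cutoff set at the mean over all compounds plus 3 SD, cut at about 18% in these data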;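 note: higher means more holoenzyme dissociation and a rise in polarization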
Target sequence (P31323 whole entry, looked up, other chains not shown, the tested form may be a part): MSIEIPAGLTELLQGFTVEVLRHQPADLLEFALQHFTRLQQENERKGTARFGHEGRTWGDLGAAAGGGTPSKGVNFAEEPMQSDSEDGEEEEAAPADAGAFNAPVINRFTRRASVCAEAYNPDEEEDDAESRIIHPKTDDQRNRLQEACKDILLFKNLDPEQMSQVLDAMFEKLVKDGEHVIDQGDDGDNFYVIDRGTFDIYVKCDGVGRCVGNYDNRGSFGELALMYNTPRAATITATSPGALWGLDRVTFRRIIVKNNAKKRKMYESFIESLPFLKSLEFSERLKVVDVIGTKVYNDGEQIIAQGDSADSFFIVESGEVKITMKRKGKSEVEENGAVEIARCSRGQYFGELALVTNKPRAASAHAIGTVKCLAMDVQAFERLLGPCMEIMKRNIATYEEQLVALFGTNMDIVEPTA
MITF TRPM1 HTS: increases MITF-driven TRPM1 promoter luciferase signal. activation, % at 12.5 µM. 300,000 compounds, 0.75% hits. SK-MEL-5 TRPM1-promoter luciferase, 24 h; % of positive control, neutral wells = 0. AID 588334;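 active = mean activation of at least 80% with every replicate also reaching 80%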;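 note: 0% = neutral control wells and 100% = parthenolide positive control wells; values of inactives mirror those of a sister screen read the other way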
SUMO Mot1 rescue: SUMOylation pathway inhibition by Mot1-301 growth rescue. S. cerevisiae Mot1-301 growth rescue, ATP luminescence, 38.5C; percent above DMSO median, 100 means doubled. 320,000 compounds, 1% hits. growth rescue, % at 18.8 µM;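 active = every valid replicate shows activation above 250% relative to neutral control wells; inactive = the rest, any valid replicate at or below 250%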;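 note: OY570 slx delta 5 strain wells were the positive control but not used for scaling; some compounds called inactive have numbers as strong as hits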
PKA-R1A act: PKA-R1A complex activation | P00514+P68181 | PKA-R1A dissociation, Cy5-IP20 fluorescence polarization; scaled: DMSO 0%, 113 µM cGMP 100% | AID 504707 | activation, % at 11.4 µM | 340,000 compounds, 0.083% hits;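 active = percent activation above the mean of all tested compounds plus 3 SD, cut at about 19% in these data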;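 note: higher means more PKAc released from R1A so a rise in polarization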
CDK5 p35 inh: inhibitors of human CDK5/p35 kinase; Q00535+Q15078; Recombinant CDK5/p35, ADP-Glo luminescence, 60 min; inhibition, % at 10 µM; 330,000 compounds, 0.01% hits;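 active = highest replicate inhibition of at least 50% and at least 75% of replicates reaching 50%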;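 note: plate controls were DMSO neutral control for no effect and GW8510 at 10 µM for full effect; many of its hits are not listed in these tables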
SR-BI DiI-HDL act: activators of SR-BI mediated HDL lipid uptake | AID 504775 | CHO ldlA[mSR-BI] cells, DiI-HDL uptake fluorescence, 3 h; 100 = double the neutral-control signal | 320,000 compounds, 0.096% hits | activation, % at 12.5 µM;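 active = mean replicate activation of at least 60% and every replicate at or above 60%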;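 note: 0% = median plate neutral-control signal and 100% = twice that signal; values of inactives mirror those of a sister screen read the other way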
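Assay system: CHO ldlA[mSR-BI] cells, LDL receptor-null, SR-BI overexpressing; medium: Ham's F12 with 0.5% BSA, HEPES 25 mM, pH 7.4; also added: DiI-HDL 10 µg/mL; timing: 3 h uptake period with compound, 37 °C; signal: DiI fluorescence, bottom read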
NSD2 inh: inhibitors of human histone methyltransferase NSD2. NSD2 peptide methylation, AlphaScreen, 120 min. 310,000 compounds, 0.54% hits. inhibition, % at 12.5 µM. O96028; in the data active = inhibition above about 50%
Arrestin-AP2 inh: human beta-arrestin and AP2 interaction inhibition; FITC-arrestin peptide / GST-AP2 beads, flow cytometry; AP2 beta2 appendage carries R879A mutation; inhibition, % at 10 µM; 340,000 compounds, 0.31% hits;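 active = inhibition above a set limit, near 3 SD of compounds lacking own fluorescence, cut at about 54% in these data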;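 note: plate controls were DMSO wells for no effect and 5 µM unlabelled arrestin peptide for full effect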
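System: GST-tagged AP2 beta2-adaptin appendage (R879A) on 4 µm glutathione beads / Reagent: FITC-arrestin peptide, 50 nM / Detection: HyperCyt-sampled flow cytometry, FL1 channel, ex 488/em 535 nm / Timing: 12 min plus 1 h, RT / Buffer or medium: PBS plus Tween 20 (0.05%) and BSA (0.1%)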
SR-BI HDL uptake: inhibitors of mouse SR-BI mediated HDL lipid uptake. Q61009. ldlA[mSR-BI] CHO cells, DiI-HDL uptake fluorescence, 3 h. inhibition, % at 12.5 µM. 320,000 compounds, 0.96% hits;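 active = mean replicate inhibition of at least 70% and a set share of replicates each scoring 70 or more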;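 note: 0% = median of neutral control wells and 100% = median of positive control wells; values of inactives mirror those of a sister screen read the other way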
dFosB act: mouse delta FosB homodimer activation. 340,000 compounds, 0.99% hits. activation, % at 25 µM. P13346. purified delta FosB, TAMRA-CDK5 oligo fluorescence polarization; percent of positive-control signal above neutral wells;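 active = mean activation above about 17%, with every replicate also reaching it, limit read from the data, passing the limit was not always enough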;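 note: fluorescence polarization rise as delta FosB binds a TAMRA Cdk5 AP-1 oligo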
Target sequence (P13346 whole entry, looked up): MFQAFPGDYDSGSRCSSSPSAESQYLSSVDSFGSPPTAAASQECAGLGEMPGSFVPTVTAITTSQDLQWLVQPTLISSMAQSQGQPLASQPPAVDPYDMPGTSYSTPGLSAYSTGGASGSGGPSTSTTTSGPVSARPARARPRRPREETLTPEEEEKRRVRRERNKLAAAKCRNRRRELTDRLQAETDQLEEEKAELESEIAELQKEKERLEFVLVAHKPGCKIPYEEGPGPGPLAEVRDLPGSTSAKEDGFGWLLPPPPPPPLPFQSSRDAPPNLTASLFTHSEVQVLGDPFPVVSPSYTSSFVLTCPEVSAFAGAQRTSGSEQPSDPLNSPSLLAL
* marks the source's active call; other numbers are inactive results; / = not tested or not shown.

SMILES	Pemphigus Ab inh	PKA-R2B activ	MITF TRPM1 HTS	SUMO Mot1 rescue	PKA-R1A act	CDK5 p35 inh	SR-BI DiI-HDL act	NSD2 inh	Arrestin-AP2 inh	SR-BI HDL uptake	dFosB act
COc1ccc(NC(=O)COC(=O)CNC(=O)COc2ccccc2)cc1OC	100.8	1.9	1.2	/	-9.7	-1.0	8.5	-1.6	-3.0	-8.5	-2.3
COCC(=O)OCC(=O)N1N=C(c2ccc(Cl)cc2)CC1c1ccco1 (configuration not stated)	115.8	-1.0	-8.8	111.5	2.3	0.4	-4.6	0.0	6.0	4.6	-10.1
COc1ccc(CNC(=O)C2CCN(S(=O)(=O)N3CCCC3)CC2)cc1	103.2	-3.3	-11.7	132.7	3.9	0.2	22.5	-4.9	14.7	-22.5	-1.7
COc1ccc(-n2nc(C(=O)NCC(=O)Nc3cccc(Cl)c3)c3ccccc3c2=O)cc1OC	91.4	-0.1	-3.6	2.7	0.7	-0.7	/	-2.4	15.2	/	99.7*
CCOC(=O)Cc1nn2c(=O)cc(C)nc2s1	/	-1.8	-0.9	-18.6	-22.1	1.4	16.1	1.5	10.9	-16.1	-4.9
C[N+]1(C)CCCC(OC(=O)C(O)(c2ccccc2)c2ccccc2)C1 (configuration not stated)	92.4	-0.7	1.4	1.4	4.5	-0.3	3.7	/	21.8	-3.7	-1.3
Cc1ccc2c(CC(=O)N(CC3CCCO3)c3c(N)n(Cc4ccccc4)c(=O)[nH]c3=O)coc2c1 (configuration not stated)	103.3	-3.3	1.1	-8.0	-12.3	0.5	0.6	-2.6	-2.9	-0.6	1.2
O=[N+]([O-])/C=C/c1cn(Cc2ccc(F)cc2)c2ccccc12	96.3	-9.1	-19.8	-15.1	0.5	4.2	-55.6	2.2	10.4	55.6	-13.6
O=C(O)C1=C(C(=O)Nc2cc(C(F)(F)F)ccc2Cl)CCCC1	107.9	3.5	8.0	-6.9	5.4	-3.5	14.9	-1.7	-8.1	-14.9	-7.5
CC1CN(C(=O)c2cccc(S(=O)(=O)N3CCN(c4ccccc4)CC3)c2)CC(C)O1 (configuration not stated)	88.5	1.5	2.0	0.0	2.8	-0.4	3.5	3.7	-9.6	-3.5	-3.5
CCOC(=O)N1CCN(CC(=O)Nc2nc3ccccc3s2)CC1	100.3	6.1	-6.6	-2.7	0.9	-2.4	/	-3.3	-7.0	/	-7.8
Clc1ccc(CSc2nnc(/C=C/c3ccccc3)o2)c(Cl)c1	92.5	0.2	10.2	-1.3	9.8	0.3	13.4	0.8	-0.4	-13.4	-11.3
C=CCN(c1ccc(OC)cc1)S(=O)(=O)c1ccc(Cl)c(C(=O)OCC(=O)NC2CC2)c1	106.4	5.0	7.9	-9.2	-10.7	3.3	-3.2	-1.7	11.8	3.2	1.8
CC(C)C[C@@]12C(=O)N(c3cccc(F)c3)C(=O)N1[C@H](c1ccc(Br)cc1)[C@@H]1C(=O)N(C(C)(C)C)C(=O)[C@@H]12	100.0	-0.1	4.7	-7.0	-9.0	0.0	22.9	/	35.6	-22.9	-0.9
C=CCNC(=O)c1n[nH]c2c1CC(C(C)(C)CC)CC2 (configuration not stated)	101.7	-3.3	10.2	-25.2	-2.7	36.5	13.8	/	3.6	-13.8	-9.0
COc1cccc(/C=N/n2cnnc2)c1OCc1ccccc1	105.3	-5.2	5.0	/	3.4	-1.5	8.9	-2.6	4.9	-8.9	4.3
COc1cc(OC)c(OC)cc1/C=N/NC(=O)CCc1c(C)n[nH]c1C	98.6	3.9	/	124.2	8.3	-0.8	30.7	-1.8	21.4	-30.7	-2.3
O=C(CCCCCNC(=O)N1CCn2c1nc1ccccc12)N[C@H](Cc1ccccc1)C(=O)O	99.2	5.4	7.7	-3.0	-3.3	-1.2	9.0	/	22.8	-9.0	7.0
Cc1ccc(S(=O)(=O)N2c3ccccc3OCC2C(C)(C)C)cc1 (configuration not stated)	103.0	-5.1	7.2	984.2	-3.3	-0.5	5.0	2.8	29.2	-5.0	-2.2
CC(C)(C)c1ccc(NC(=O)COC(=O)c2ccc(NS(=O)(=O)c3ccc(F)c(F)c3)cc2)cc1	104.6	-1.7	5.3	151.5	-3.5	-1.1	15.8	-0.4	-1.0	-15.8	-11.0
Cc1ccccc1NC(=O)C1CC(=O)OC12CCOC(C)(C)C2 (configuration not stated)	88.0	6.0	7.8	-11.7	-7.8	-1.8	-1.0	-5.6	-28.9	1.0	-3.8
CCCOc1ccc(C(=O)NC2CCSc3ccccc32)cc1 (configuration not stated)	96.6	2.5	12.3	10.1	-6.8	0.0	-46.5	-1.6	-13.8	46.5	4.6
Cc1cccc(C)c1NC(=O)N1CCC(n2c(=O)[nH]c3ccccc32)CC1	106.0	-1.8	-2.7	-15.8	-6.0	1.6	-4.6	/	-1.2	4.6	1.3
CC[C@]12c3[nH]c4ccccc4c3CCN1C(=O)C(CC(=O)NCCC1=CCCCC1)C[C@@H]2C(=O)N1CCN(C(=O)c2ccco2)CC1 (some centres not stated)	111.1	-0.1	-2.0	-5.2	7.7	-7.6	-12.7	/	1.2	12.7	-20.6
Nc1nc2ccc(Br)cc2o1	96.8	9.5	-6.6	/	9.9	0.0	1.0	-2.1	6.1	-1.0	-3.6
Cc1oc(C(C)(C)C)cc1C(=O)NC(Cc1ccccc1)C(=O)O (configuration not stated)	110.4	-6.5	0.8	7.9	-5.7	-1.3	31.7	2.7	9.1	-31.7	-3.3
Cn1cc([N+](=O)[O-])c(C(=O)NCC(=O)O)n1	89.1	-0.6	3.8	-11.1	-5.0	-1.0	17.7	1.3	7.6	-17.7	2.7
Cc1ccccc1NC(NC(=O)OCCn1c([N+](=O)[O-])cnc1C)C(Cl)(Cl)Cl (configuration not stated)	99.8	-4.7	13.0	17.1	7.2	-2.1	13.0	/	26.9	-13.0	0.7
Nc1nc(-c2c[nH]c3ccccc23)cs1	/	14.6	17.2	-7.3	-2.5	-7.2	-11.6	9.7	15.3	11.6	1.2
CCOc1ccc(OCC)c(NC(=O)C2CCN(c3cnccn3)CC2)c1	97.0	-6.6	6.0	-5.0	-7.5	1.5	-22.4	2.5	0.5	22.4	-14.9
COc1cc(/C=C2\N=C3CCCCCN3C2=O)ccc1O	103.6	-6.1	52.3	4.8	13.1	-2.2	4.7	9.4	5.3	-4.7	-0.7
CC(=O)Nc1ccc(NC(=O)C(C)Oc2ccccc2C(=O)NCc2ccccc2)cc1 (configuration not stated)	101.7	-8.0	-5.4	8.3	10.1	0.0	-13.9	-1.1	40.7	13.9	-12.0
CN(C)/C=C(/C(=O)c1ccccc1)n1cncn1	106.5	4.7	-7.5	0.8	-9.4	-0.3	9.7	2.1	18.8	-9.7	3.9
O=C(Nc1ccccc1)N(C1=NCCCCS1)c1cccc2ccccc12	103.2	4.3	9.4	-21.4	-1.7	0.7	-3.5	4.2	18.1	3.5	4.4
CNc1nnc(-c2cccc(N(C)C)c2)s1	96.6	-2.4	59.6	9.8	-2.3	0.2	-1.1	4.8	10.5	1.1	1.0
COc1ccc(C(=O)Nc2nnc(C3=COCCO3)o2)cc1OC	101.9	-11.7	-2.7	-10.1	-1.5	-4.6	-1.8	-1.4	5.8	1.8	-4.3
CCc1ccc(Nc2ncccc2C#N)cc1	98.0	-3.1	50.8	94.4	-6.0	0.3	27.4	-2.7	-0.8	-27.4	-4.3
Cc1ccccc1CN1CCN(S(=O)(=O)c2ccc(Cl)s2)CC1	106.3	-3.5	-1.5	4.9	-1.1	-0.6	3.0	2.9	4.1	-3.0	-1.5
Cc1nn(CC(=O)N2CCc3ccccc32)c(C)c1S(=O)(=O)NC(C)(C)C	141.9	-6.3	-13.1	3.8	-7.8	2.9	-46.9	-2.6	4.0	46.9	-12.2
CC(C)CCNC(=O)C12CN(Cc3ccccc3)CC1C(c1ccc([N+](=O)[O-])cc1)=NO2 (configuration not stated)	102.8	2.5	-3.4	-1.0	3.1	3.2	-24.8	/	-8.2	24.8	-3.9
O=C(/C=C/c1ccco1)NC(=S)Nc1cccc(-c2nc3ccccc3o2)c1	99.8	-4.1	2.7	-21.7	-8.2	-1.0	-5.4	1.8	30.9	5.4	-14.9
COc1cccc(NC(=O)CN(C)CC(=O)Nc2ccccc2-c2ccccc2)c1	108.5	-8.3	-0.7	5.4	-5.7	0.9	-4.5	1.0	3.2	4.5	-7.1
CCOc1ccccc1NC(=S)N1CCN(c2ccc(O)cc2)CC1	101.6	0.7	5.1	7.1	-0.2	0.1	-19.6	1.7	-14.3	19.6	3.3
O=C(CCN1CCOCC1)Nc1ccc2c(c1)N(C(=O)CN1CCOCC1)c1ccccc1CC2	109.5	-2.3	15.6	-0.6	7.2	0.0	22.8	/	-4.0	-22.8	1.9
CC1(C)CC(=O)C(C=NCC2CCN(C(=S)Nc3cccc(Cl)c3)CC2)=C(O)C1	109.8	-10.1	-4.0	/	-6.7	1.8	-37.6	/	-8.8	37.6	-13.2
O=C(CCC1CCCC1)NCCS(=O)(=O)N1CCN(c2ccc(F)cc2)CC1	104.9	-17.3	-10.8	6.9	-4.5	-0.2	-0.9	-2.9	-3.8	0.9	-1.3
O=C(CSc1n[nH]c(-c2cccnc2)n1)Nc1ccc([N+](=O)[O-])cc1	/	-8.9	14.4	-5.1	6.5	-0.1	0.8	-0.9	-7.9	-0.8	4.4

Compound profiles, from the list above.
Cc1nn(CC(=O)N2CCc3ccccc32)c(C)c1S(=O)(=O)NC(C)(C)C reads Pemphigus Ab inh: 141.9; PKA-R2B activ: -6.3; MITF TRPM1 HTS: -13.1; SUMO Mot1 rescue: 3.8; PKA-R1A act: -7.8; CDK5 p35 inh: 2.9; SR-BI DiI-HDL act: -46.9; NSD2 inh: -2.6; Arrestin-AP2 inh: 4.0; SR-BI HDL uptake: 46.9; dFosB act: -12.2
O=C(CSc1n[nH]c(-c2cccnc2)n1)Nc1ccc([N+](=O)[O-])cc1 reads Pemphigus Ab inh: /; PKA-R2B activ: -8.9; MITF TRPM1 HTS: 14.4; SUMO Mot1 rescue: -5.1; PKA-R1A act: 6.5; CDK5 p35 inh: -0.1; SR-BI DiI-HDL act: 0.8; NSD2 inh: -0.9; Arrestin-AP2 inh: -7.9; SR-BI HDL uptake: -0.8; dFosB act: 4.4

High-throughput results as filed in PubChem BioAssay.
